TCR activator – activators of T cell receptors | primary human leukocytes, anti-CD3, IL-2 HTRF, 48 h | Potency, µM (series often up to 9.22 µM), for the others: at the top dose activation of IL-2 secretion, usual class: activators | 330,000 tested, under 10 active | AID 504894; further: % of control where 0% means no effect
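1) Mix primary human leukocytes, a-CD3 beads and compound. 2) Incubate 48 hr. 3) Add HTRF IL-2 reagents (a-IL-2-K, a-IL-2-d2).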
Mito fusion yeast – blocks mitochondrial division or promotes mitochondrial fusion. S. cerevisiae fusion-defective mutant growth rescue, CellTiterGlo 48 h. Potency, µM (doses to about 46.1 µM), without a hit: top-dose growth rescue (activation), actives largely listed as activators. 0.23% of 320,000 active;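 further: potency means the concentration at half of the fitted maximal effect; % of control where 0% means no effect; nearly all actives have a fitted effect of over 45% in size; temperature-sensitive fusion mutants such as fzo1-1 at 37 °C on non-fermentable ethanol glycerol medium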
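Temperature-sensitive fusion-defective S. cerevisiae (e.g. fzo1-1, mgm1-5) were grown with compound in YPEG medium (3% ethanol, 3% glycerol) for 48 hours at 37C. Growth rescue was measured as viability by CellTiterGlo luminescence after 10 minutes at ambient.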
Tb PFK inh – inhibitors of T. brucei phosphofructokinase; 0.17% of 330,000 active; O15648; T. brucei PFK, ADP-Glo luminescence; Potency, µM (doses to about 57.5 µM), without a hit: at the highest dose activity, negative = inhibition, hits mostly inhibitors;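 further: potency means the concentration at half of the fitted maximal effect; 0% = uninhibited 1x PFK enzyme wells and -100% = no-enzyme wells; nearly all actives have a fitted effect of over 60% in size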
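ADP-Glo luminescence quantified ADP after 45 min at room temperature, with 1.25 nM T. brucei PFK, 0.1 mM ATP and 0.5 mM fructose-6-phosphate in pH 8.0 TEA buffer. qHTS titrations up to 57 µM; curves classified by quality.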
uPA generation – cell surface uPA generation inhibition | cell surface uPA generation assay, qHTS | 0.31% of 330,000 active | Potency, µM (top dose mostly 38.3 µM), inactives show at the top dose activity change, negative = inhibition, actives largely listed as inhibitors | AID 540303; active means well fitted inhibition curve with a large enough effect; inconclusive means small, poorly fitted or top-dose-only effect; inactive means no such curve, though single readings can be large or run the other way; tested in mouse RAW 264.7 cells; further: potency means the concentration at half of the fitted maximal effect; on the % scale 0 is the no-effect control and ±100 the full control effect; nearly all actives have a fitted effect of over 55% in size
TSG101-PTAP inh – blocks PTAP/TSG101 interaction to inhibit HIV-1 budding | Fluorescence polarization, FITC-PTAP peptide / Tsg101 binding | AID 493005 | 340,000 tested, under 10 active | Potency, µM (doses to about 115 µM), for inactives: at the top dose activity change, negative = inhibition, hits mostly inhibitors | Q99816; active means well fitted inhibition curve with a large enough effect in the main read-out, with a control signal flat, not every such curve was filed as active; inconclusive means small, poorly fitted or top-dose-only effect, or effect the other way, or a change in a side signal; inactive means no such curve, though single readings can be large or run the other way; further: potency means the concentration at half of the fitted maximal effect; % of control where 0% means no effect
Target sequence (Q99816 whole entry, looked up): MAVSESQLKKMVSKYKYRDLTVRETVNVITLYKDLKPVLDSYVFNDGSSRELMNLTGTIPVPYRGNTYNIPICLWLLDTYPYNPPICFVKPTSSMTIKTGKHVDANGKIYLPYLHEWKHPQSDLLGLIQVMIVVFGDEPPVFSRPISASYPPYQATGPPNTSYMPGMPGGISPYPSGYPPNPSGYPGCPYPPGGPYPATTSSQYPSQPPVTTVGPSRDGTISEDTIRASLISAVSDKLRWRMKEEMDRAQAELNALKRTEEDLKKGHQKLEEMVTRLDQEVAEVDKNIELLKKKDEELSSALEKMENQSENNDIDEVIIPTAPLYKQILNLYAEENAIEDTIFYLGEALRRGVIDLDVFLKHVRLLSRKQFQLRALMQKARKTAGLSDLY
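Fluorescence anisotropy tracks displacement of a FITC-tagged PTAP peptide (50 nM) from the Tsg101 binding domain (10 uM), following a 20 min room-temperature incubation at pH 7.5.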
B2AR arrestin – recruits beta-arrestin to the human beta2-adrenergic receptor. P07550. beta-arrestin recruitment to beta2AR, cell-based reporter. Potency, µM (titrated, usually from 46.1 µM), without a hit: at the top dose activation, hits mostly activators. 0.02% of 330,000 active. AID 492947;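 further: potency means the concentration at half of the fitted maximal effect; 0% = DMSO controls and full agonism = EC100 isoproterenol or metaproterenol; nearly all actives have a fitted effect of over 65% in size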
TSHR antagonist – human thyrotropin receptor antagonism; 0.2% of 330,000 active; activity change, negative = inhibition, % at 11.5 µM; TSHR-expressing cells, TSH-stimulated cAMP HTRF, 2 h; hits give low values;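 active means activity change below a set negative limit, meaning inhibition stronger than a set level, cut at about -70% in these data; inconclusive means activity change between two set negative limits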; further: on the % scale 0 is the no-effect control and ±100 the full control effect
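Competitive HTRF cAMP read-out (cryptate anti-cAMP antibody, cAMP-d2; 30 min, room temperature) in freshly harvested TSHR cells. Compounds added before TSH at EC80 (4nM final), followed by 2 hours' incubation at 37 deg C.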
Chronic BCR inh – chronic active BCR signaling inhibition; ABC-DLBCL IkBa-CBG/CBR reporter, luminescence ratio, 4 h; Potency, µM (series often up to 46.1 µM), without a hit: top-dose ratio change, negative = lower green/red ratio, hits mostly inhibitors; 0.05% of 340,000 active; AID 493014; active means well fitted inhibition curve with a large enough effect in the signal ratio, with a control signal flat, not every such curve was filed as active; inconclusive means small, poorly fitted or top-dose-only effect, or effect the other way, or a change in a side signal; the % refers to the signal ratio;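 further: potency means the concentration at half of the fitted maximal effect; plate controls were basal doxycycline-induced cells for no effect and cells given 10 µM MG132 for full effect; MG132 reads +100%, hits lower the ratio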
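Compounds up to 46 uM were incubated four hours with TMD8 cells whose green CBG68 luciferase is fused to IkappaBalpha; red CBR luminescence normalised the signal, and concentration-effect curves were fitted to fusion, red and ratio data.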
ELG1 repair inh – inhibitors of ELG1-dependent DNA repair in HEK293T cells. 2.3% of 330,000 active. HEK293T ELG1-luciferase reporter, luminescence, 16 h; DNA damage induced by 5-fluorouridine. Potency, µM (top dose mostly 46.1 µM), for the others: top-dose activity change, negative = inhibition, usual class: inhibitors; further: potency means the concentration at half of the fitted maximal effect; on the % scale 0 is the no-effect control and ±100 the full control effect; nearly all actives have a fitted effect of over 55% in size
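HEK293T cells expressing luciferase-tagged ELG1 (2,000/well) received 5-Fluorouridine plus compound or DMSO for 16 hr at 37 °C. Luciferase was read by ONE-Glo luminescence after 30 min at room temperature.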
USP2a inh – inhibitors of human ubiquitin-specific protease USP2a; Potency, µM (top dose mostly 38.3 µM), for the others: at the top dose activity change, negative = inhibition, most hits filed as inhibitors; USP2 core, Ub-CHOP2 coupled fluorogenic reporter, 485/531; 0.01% of 330,000 active; O75604;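 further: potency means the concentration at half of the fitted maximal effect; plate controls were DMSO wells for no effect and full inhibition by NEM control for full effect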
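USP2 core (10nM final) preincubated 30min RT with compound in 20mM Tris-HCl pH 8.0, 2mM CaCl2, 2mM beta-mercaptoethanol, 0.05% CHAPS; 25nM Ub-CHOP2 plus 25nM reporter substrate added, fluorescence (Ex485/Em531) read after 60min.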
Eya2 phos inh – blocks the phosphatase activity of human Eya2; Potency, µM (top dose mostly 76.9 µM), without a hit: top-dose activity, negative = inhibition, usual class: inhibitors; recombinant Eya2, OMFP fluorescence dephosphorylation (OMFP is methylfluorescein phosphate); 0.006% of 330,000 active; further: potency means the concentration at half of the fitted maximal effect; on the % scale 0 is the no-effect control and ±100 the full control effect
Target sequence (O00167 whole entry, looked up): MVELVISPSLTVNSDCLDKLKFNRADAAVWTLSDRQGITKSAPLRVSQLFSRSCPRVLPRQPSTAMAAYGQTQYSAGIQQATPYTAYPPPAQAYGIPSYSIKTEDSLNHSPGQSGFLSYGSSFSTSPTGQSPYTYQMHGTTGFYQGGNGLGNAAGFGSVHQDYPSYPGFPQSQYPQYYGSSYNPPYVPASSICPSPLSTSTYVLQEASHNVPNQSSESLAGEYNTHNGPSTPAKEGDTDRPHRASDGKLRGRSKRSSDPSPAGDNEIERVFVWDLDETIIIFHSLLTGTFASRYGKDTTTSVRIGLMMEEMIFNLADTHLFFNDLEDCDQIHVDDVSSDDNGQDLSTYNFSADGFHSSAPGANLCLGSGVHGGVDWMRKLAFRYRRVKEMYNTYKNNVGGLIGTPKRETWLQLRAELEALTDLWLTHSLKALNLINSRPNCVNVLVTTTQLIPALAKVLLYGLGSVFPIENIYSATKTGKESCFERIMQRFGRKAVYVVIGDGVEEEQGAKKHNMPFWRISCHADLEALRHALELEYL
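Eya2 protein (added as 0.2 uM solution) was preincubated with compound for 10 min at ambient temperature in 50 mM HEPES pH 7.5, 50 mM NaCl, 5 uM MgCl2, 0.05% BSA, 1 mM DTT. OMFP (added at 50 uM) then reacted 10 min; fluorescence read at 485/525 nm.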
Starred values were filed as active, the others as inactive; ? = inconclusive; nt = not tested or not shown; [ ] = remark or other dose. Unless noted, the call rests on the fitted dose curve; in most records, active means well fitted curve in the direction sought with a large enough effect; inconclusive means small, poorly fitted or top-dose-only effect, or another doubt; inactive means no such curve, though single readings can be large; an effect the other way counts as inactive or inconclusive.

Start of the listing, in advance (5 entries):
SMILES	TCR activator	Mito fusion yeast	Tb PFK inh	uPA generation	TSG101-PTAP inh	B2AR arrestin	TSHR antagonist	Chronic BCR inh	ELG1 repair inh	USP2a inh	Eya2 phos inh
CC(C)NS(=O)(=O)c1ccc(OCC(=O)NCc2ccco2)cc1	-7%	-3%	0%	-2%	0%	0.3%	-5	-2%	0%	2%	4%
Cc1ccc(S(=O)(=O)N2CCCC2C(=O)Nc2nccs2)cc1 (stereo unspecified)	0%	2%	-3%	5%	3%	-0.6%	4	7%	-6%	-1%	-11%
CCc1noc(C)c1C(=O)OCC(=O)NC(=O)c1ccccc1OC	-4%	3%	1%	0%	-5%	0.2%	6	-1%	12%	0%	-3%
CCc1cc(C(=O)N2CCN(c3ccccn3)CC2)sc1C	-2%	1%	-5%	-2%	-5%	-0.5%	-2	?	-2%	-1%	-3%
Fc1ccccc1N1CCN(CC2CCCCC2)CC1	0%	1%	-2%	15%	-5%	-0.5%	-6	2%	23%	0%	7%

This part in full, from the start:
SMILES	TCR activator	Mito fusion yeast	Tb PFK inh	uPA generation	TSG101-PTAP inh	B2AR arrestin	TSHR antagonist	Chronic BCR inh	ELG1 repair inh	USP2a inh	Eya2 phos inh
CC(C)NS(=O)(=O)c1ccc(OCC(=O)NCc2ccco2)cc1	-7%	-3%	0%	-2%	0%	0.3%	-5	-2%	0%	2%	4%
Cc1ccc(S(=O)(=O)N2CCCC2C(=O)Nc2nccs2)cc1 (stereo unspecified)	0%	2%	-3%	5%	3%	-0.6%	4	7%	-6%	-1%	-11%
CCc1noc(C)c1C(=O)OCC(=O)NC(=O)c1ccccc1OC	-4%	3%	1%	0%	-5%	0.2%	6	-1%	12%	0%	-3%
CCc1cc(C(=O)N2CCN(c3ccccn3)CC2)sc1C	-2%	1%	-5%	-2%	-5%	-0.5%	-2	?	-2%	-1%	-3%
Fc1ccccc1N1CCN(CC2CCCCC2)CC1	0%	1%	-2%	15%	-5%	-0.5%	-6	2%	23%	0%	7%
CS(=O)(=O)c1ccc2nc(NC(=O)CCC(=O)c3cccs3)sc2c1	7%	-7%	-2%	0%	-1%	0.0%	1	?	-14%	-4%	-4%
CN1CCN(C(=O)c2cc3c(s2)-c2ccccc2S(=O)(=O)C3)CC1	-1%	-7%	2%	1%	-3%	-0.5%	0	?	-3%	1%	-23%
C/C(=C\C(=O)c1cccnc1)Nc1ccc(O)cc1	2%	-7%	-13%	-14%	-9%	0.0%	-1	?	?	1%	-25%
Cc1cccc(Cn2nc(C(C)(C)C)cc2C(=O)N2CCOCC2)c1	3%	-6%	-6%	7%	-10%	-0.4%	-2	0%	-5%	1%	1%
NCCC(=O)N1c2ccccc2Sc2ccccc21	4%	-4%	0%	1%	-1%	-0.5%	0	-1%	-5%	-1%	-4%
O=C(OCc1cccc(C(F)(F)F)c1)c1cc([N+](=O)[O-])ccc1N1CCOCC1	-56%	11%	0%	4%	4%	-0.1%	-11	?	-19%	2%	-2%
Cc1cccc(N2CCN(C(=O)CCc3nc4ccccc4c(=O)[nH]3)CC2)c1C	-1%[46.1 µM]	nt	-1%	0%	-1%	-0.7%	-11	0%	-1%	0%	-11%
CCOc1ccc(C2c3cc(OC)c(OC)cc3CC(=O)N2c2ccccc2)cc1 (stereo unspecified)	2%	3%	6%[0.46 µM]	nt	-6%	0.4%	1	?	-27%	-1%	-22%
O=C(O)Cc1sc(-c2ccc(C(=O)O)cc2)nc1-c1ccccc1	-4%	3%	2%	2%	0%	0.1%	5	?	-18%	0%	-2%
COc1ccc(OC)c(/C=N\NC(=O)c2c(C)nc3cc(C)ccn23)c1	nt	2%	0%	0%	-6%	-0.5%	-2	-9%	-4%	-1%	-7%
COCCN1C(=O)C(=O)/C(=C(/O)c2ccc(OC(C)C)cc2)C1c1cccnc1 (stereo unspecified)	-10%	-2%	-6%	2%	-2%	-0.3%	1	?	7%	-3%	-3%
O=[N+]([O-])c1ccc(Cl)cc1CNc1ccc(F)c(F)c1	1%[46.1 µM]	10%	4%	2%	-6%	-0.8%	-5	?	12%	1%	0%
C=C(C)CSc1nc(N)c2c3c(sc2n1)CCC3	nt	-1%	-3%	nt	-8%	-0.7%	-10	?	?	-2%	6%
NS(=O)(=O)c1ccc(CNC(=S)NCc2ccc(F)cc2)cc1	-2%	-1%	-6%	7%	-4%	0.3%	2	2%	10%	-1%	-3%
COc1ccc(CP(=O)(c2ccccc2)c2ccccc2)cc1	nt	-3%	0%	-1%	-1%	0.1%	12	6%	0%	0%	0%
CNC(=O)/C(C#N)=C/c1ccc(-c2nc3ccccc3s2)o1	-117%	3%	1%	2%	-7%	-0.4%	16	10%	?	7%	5%
CC(=O)Nc1cccc(-c2csc(NCc3ccco3)n2)c1	0%	-1%	-3%	2%	-7%	0.4%	5	?	6%	-1%	-20%
Brc1ccc(-c2ccc(/C=N/Nc3nncc(-c4ccccc4)n3)o2)cc1	6%	-5%	2%	-2%	-6%	0.0%	-9	?	?	1%	-7%
Cc1nnc(SCCN2CCOCC2)c2nn(-c3ccccc3F)c(C)c12	-4%[46.1 µM]	-1%	3%	-8%	-4%	-0.4%	14	-4%	-3%	1%	6%
CSc1cccc(CN2CCN(Cc3ccc(F)c(F)c3)C(CCO)C2)c1 (stereo unspecified)	12%	-1%	-5%	-2%	-4%	0.0%	9	12%	-18%	1%	3%
COCCN(C(=O)CCC(=O)Nc1cc(C)on1)C(C(=O)NC(C)(C)C)c1ccccc1Cl (stereo unspecified)	1%	5%	1%	1%	1%	0.0%	17	11%	3%	4%	-8%
COc1ccc(OC)c(-n2c(-c3ccc(O)cc3O)n[nH]c2=S)c1	-5%	4%	-10%	2%	-6%	0.3%	14	?	?	-6%	9%
Cc1nc([N+](=O)[O-])c(C(=O)OCc2cccc(Br)c2)n1C	2%	-2%	-14%	-1%	-5%	-0.2%	-2	-3%	2%	4%	-4%
COc1ccc(C(=O)NCC(=O)N2CCCCC2)cc1OC	-1%	-7%	-1%	22%	-7%	-0.1%	5	26%	-3%	7%	10%
N#CC1=C(N)Oc2n[nH]c(-c3cccs3)c2C1c1ccoc1 (stereo unspecified)	-11%	1%	0%	-6%	-9%	-0.1%	-5	-2%	27%	3%	-7%
CCOC(=O)C(C)Sc1nnc(Cc2cc(=O)[nH]c(=O)[nH]2)n1-c1ccc(OCC)cc1 (stereo unspecified)	8%	3%	0%	-3%	-4%	-0.3%	5	-1%	8%	2%	7%
CC(C)C(c1nnnn1Cc1ccc2c(c1)OCO2)N1CCN(C)CC1 (stereo unspecified)	-7%[46.1 µM]	-2%	1%	-2%	-1%	0.0%	6	5%	0%	-1%	-15%

As a short view, two of the compounds above.
SMILES	TCR activator	Mito fusion yeast	Tb PFK inh	uPA generation	TSG101-PTAP inh	B2AR arrestin	TSHR antagonist	Chronic BCR inh	ELG1 repair inh	USP2a inh	Eya2 phos inh
COCCN(C(=O)CCC(=O)Nc1cc(C)on1)C(C(=O)NC(C)(C)C)c1ccccc1Cl (stereo unspecified)	1%	5%	1%	1%	1%	0.0%	17	11%	3%	4%	-8%
COc1ccc(OC)c(-n2c(-c3ccc(O)cc3O)n[nH]c2=S)c1	-5%	4%	-10%	2%	-6%	0.3%	14	?	?	-6%	9%

Screens from PubChem BioAssay.
